Giardia kill: Giardia lamblia killing | Giardia lamblia trophozoite viability | activity change, % at 7.66 µM, hits read low | actives 0.15% (n = 340,000); in the data active = activity change below about -80%; inconclusive = between about -30% and that limit;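 note: parasites exposed to compound for two days anaerobically before the ATP read; % is set by controls: 0 for no effect and ±100 for the full control effect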
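Giardia trophozoites, 100 cells per well, were exposed to compounds for 48 hrs at 37 deg C under anaerobic conditions; viability was then read as ATP content by bioluminescence after 15-30 min at room temperature.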
GALK inh: galactokinase (human) inhibition. Potency, µM (doses to about 57.5 µM), for inactives: top-dose activity change, negative = inhibition, usual class: inhibitors. P51570. actives 0.007% (n = 270,000). Purified GALK, Kinase-Glo residual ATP luminescence; note: potency is the fitted concentration of half-maximal effect; % is set by controls: 0 for no effect and ±100 for the full control effect
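Compounds were pin-transferred into ATP buffer (35 uM final), then GALK plus galactose (5 nM, 100 uM final) was added. After 1 h at room temperature, Kinase-Glo Plus was added and luminescence read after 10 min.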
PTAP TSG101 blk: blocks PTAP/TSG101 interaction to inhibit HIV-1 budding; Q99816; Fluorescence polarization, FITC-PTAP peptide / Tsg101 binding; Potency, µM (top dose mostly 115 µM), for the others: at the top dose activity change, negative = inhibition, hits mostly inhibitors; 340,000 tested, under 10 active; active = well fitted inhibition curve with a large enough effect in the main read-out, with a control signal flat, not every such curve was filed as active; inconclusive = small, poorly fitted or top-dose-only effect, or effect the other way, or a change in a side signal; inactive = no such curve, though single readings can be large or run the other way; note: potency is the fitted concentration of half-maximal effect; % of control where 0% means no effect
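FP read-out: FITC-PTAP peptide, 50 nM final, binding Tsg101 binding domain, 10 uM final; 20 min, r.t.; 10 mM HEPES pH 7.5, 0.15 M NaCl, 0.01% Tween 20, 3 mM EDTA, 0.1 mM TCEP.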
Integrin act MD: integrin-mediated muscular dystrophy alleviation activation; alpha7betagal myoblasts, beta-gal FDG fluorescence, 48 h; Potency, µM (top dose mostly 38.3 µM), without a hit: top-dose activation, usual class: activators; actives 0.064% (n = 350,000);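 note: potency is the fitted concentration of half-maximal effect; 100% = response of the positive control SU9516; nearly all actives have a fitted effect of over 60% in size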
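alpha7betagal+/- myoblasts (passage 13, 250/well) treated 48 h at 37C with compounds at 1:260 dilution of DMSO stock. Lysed, then beta-galactosidase activity read as FDG fluorescence (ex 480/em 540) after 30 min, with pre-read for autofluorescence.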
Tb PFK block: blocks T. brucei phosphofructokinase; O15648; T. brucei PFK, ADP-Glo luminescence; Potency, µM (top dose mostly 57.5 µM), without a hit: top-dose activity, negative = inhibition, hits mostly inhibitors; actives 0.17% (n = 330,000); AID 485367;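 note: potency is the fitted concentration of half-maximal effect; 0% = uninhibited 1x PFK enzyme wells and -100% = no-enzyme wells; nearly all actives have a fitted effect of over 60% in size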
Target sequence (O15648 whole entry, looked up): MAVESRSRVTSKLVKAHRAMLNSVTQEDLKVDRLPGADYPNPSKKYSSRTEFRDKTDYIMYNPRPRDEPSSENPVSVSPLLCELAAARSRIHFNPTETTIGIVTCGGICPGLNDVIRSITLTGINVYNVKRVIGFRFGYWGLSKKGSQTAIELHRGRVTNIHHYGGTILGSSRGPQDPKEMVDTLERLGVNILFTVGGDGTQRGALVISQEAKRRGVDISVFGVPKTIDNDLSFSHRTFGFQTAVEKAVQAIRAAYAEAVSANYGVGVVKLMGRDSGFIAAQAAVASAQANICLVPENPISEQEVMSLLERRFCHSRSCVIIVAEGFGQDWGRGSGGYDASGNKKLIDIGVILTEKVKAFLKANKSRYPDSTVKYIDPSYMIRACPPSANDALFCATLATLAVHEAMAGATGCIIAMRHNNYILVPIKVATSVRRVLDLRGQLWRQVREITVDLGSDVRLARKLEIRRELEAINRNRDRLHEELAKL
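In TEA buffer at pH 8.0 with 5 mM MgCl2, enzyme (1.25 nM) converted F6P (0.5 mM) and ATP (0.1 mM) for 45 min at room temperature. ADP product was read by luciferase luminescence.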
Coupling enz: coupling enzyme interference in Giardia aldolase counter-screen. actives 0.67% (n = 290,000). activity change, negative = inhibition, % at 58.2 µM, hits read low. AID 2472. coupling enzyme system counterscreen, AmpLite Red fluorescence; in the data active = activity change below about -30%; note: % is set by controls: 0 for no effect and ±100 for the full control effect
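Coupling enzymes only (glyceraldehyde-3-phosphate) + compound, at 57.5 uM final, 10 min RT; add substrate/coupling/AmpLite Red mix, 20 min RT; fluorescence ex 525/em 598 nm. Actives flag coupling-system interference.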
PKM2 act: increases activity of human pyruvate kinase M2 | P14618 | purified PKM2, Kinase-Glo ATP luminescence, activation; response scale: 0% is enzyme alone, no compound | Potency, µM (series often up to 57.5 µM), for the others: at the highest dose activation, hits mostly activators | actives 0.34% (n = 260,000); note: potency is the fitted concentration of half-maximal effect; % is set by controls: 0 for no effect and ±100 for the full control effect; nearly all actives have a fitted effect of over 55% in size
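Kinase-Glo luminescence reports ATP generated from ADP (0.1 mM) and PEP (0.5 mM) by purified hPK-M2 after 1 h at room temperature, pH 7.2 imidazole buffer; intermediate enzyme activity allows detecting inhibitors and activators.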
ASM inhibitor: inhibitors of human secretory acid sphingomyelinase; AID 504937; Potency, µM (series often up to 57.5 µM), for the others: at the highest dose activity change, negative = inhibition, actives largely listed as inhibitors; P17405; placental ASM, HMU-PC fluorogenic substrate, 60 min; actives 0.006% (n = 340,000); note: potency is the fitted concentration of half-maximal effect
Target sequence (P17405 47-631 limits assumed): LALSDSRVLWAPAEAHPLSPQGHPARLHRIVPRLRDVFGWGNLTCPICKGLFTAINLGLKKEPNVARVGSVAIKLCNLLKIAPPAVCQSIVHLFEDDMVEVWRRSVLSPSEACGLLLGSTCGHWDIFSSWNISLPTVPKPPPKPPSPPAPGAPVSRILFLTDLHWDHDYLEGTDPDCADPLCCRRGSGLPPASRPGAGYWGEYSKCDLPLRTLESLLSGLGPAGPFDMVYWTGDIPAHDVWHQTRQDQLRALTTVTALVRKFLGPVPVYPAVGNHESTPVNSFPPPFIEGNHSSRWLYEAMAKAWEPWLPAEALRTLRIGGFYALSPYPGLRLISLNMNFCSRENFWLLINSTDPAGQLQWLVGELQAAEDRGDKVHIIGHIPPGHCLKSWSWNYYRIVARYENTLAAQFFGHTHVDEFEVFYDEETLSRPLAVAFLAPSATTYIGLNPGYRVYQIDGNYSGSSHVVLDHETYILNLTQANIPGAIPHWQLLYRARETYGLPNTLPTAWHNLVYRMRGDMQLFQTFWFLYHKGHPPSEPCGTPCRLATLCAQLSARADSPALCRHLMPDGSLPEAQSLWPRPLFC
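qHTS format. ASM enzyme prepared from human placenta hydrolyses the fluorogenic substrate HMU-PC0 (9 uM final) over 60 min at 37 °C after a 10 min compound preincubation.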
B2AR arrestin: beta2AR (human) beta-arrestin recruitment activity | Potency, µM (series often up to 46.1 µM), for inactives: at the top dose activation, most hits filed as activators | beta-arrestin recruitment to beta2AR, cell-based reporter | P07550 | actives 0.02% (n = 330,000) | AID 492947;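 note: potency is the fitted concentration of half-maximal effect; 0% = DMSO controls and full agonism = EC100 isoproterenol or metaproterenol; nearly all actives have a fitted effect of over 65% in size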
Chronic BCR inh: inhibitors of chronic active B-cell receptor signaling. ABC-DLBCL IkBa-CBG/CBR reporter, luminescence ratio, 4 h. Potency, µM (highest dose often 46.1 µM), for inactives: top-dose ratio change, negative = lower green/red ratio, actives largely listed as inhibitors. actives 0.05% (n = 340,000); active = well fitted inhibition curve with a large enough effect in the signal ratio, with a control signal flat, not every such curve was filed as active; inconclusive = small, poorly fitted or top-dose-only effect, or effect the other way, or a change in a side signal; the % refers to the signal ratio;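 note: potency is the fitted concentration of half-maximal effect; plate controls were basal doxycycline-induced cells for no effect and cells given 10 µM MG132 for full effect; MG132 reads +100%, hits lower the ratio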
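Compounds up to 46 uM were incubated four hours with TMD8 cells whose green CBG68 luciferase is fused to IkappaBalpha; red CBR luminescence normalised the signal, and concentration-effect curves were fitted to fusion, red and ratio data.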
Menin MLL FP TR: displaces Texas Red mutant MLL peptide from human menin; O00255; Menin + Texas Red MLL mutant peptide, fluorescence polarization; actives 0.23% (n = 270,000); Potency, µM (highest dose often 61.6 µM), without a hit: at the highest dose FP activity change, negative = inhibition, hits mostly inhibitors; active = well fitted inhibition curve with a large enough effect in the polarisation, with a control signal flat, not every such curve was filed as active; inconclusive = small, poorly fitted or top-dose-only effect, or effect the other way, or a change in a side signal; inactive = no such curve, though single readings can be large or run the other way; the % refers to the polarisation; note: potency is the fitted concentration of half-maximal effect; % of control where 0% means no effect; many of its hits are not listed in these tables
* marks the source's active call; other numbers are inactive results; ? = inconclusive; . = not tested or not shown; & = joins results of further samples; [ ] = remark or other dose. Unless noted, calls come from the whole dose curve; as a rule, active = well fitted curve in the direction sought with a large enough effect; inconclusive = small, poorly fitted or top-dose-only effect, or another doubt; inactive = no such curve, though single readings can be large; an effect the other way counts as inactive or inconclusive.

item	canonical_smiles	Giardia kill	GALK inh	PTAP TSG101 blk	Integrin act MD	Tb PFK block	Coupling enz	PKM2 act	ASM inhibitor	B2AR arrestin	Chronic BCR inh	Menin MLL FP TR
1	COc1ccccc1OCC#CCN1CCCC1	0.8	2.6%	-5.5%	-1.2%	-2.0%	3.2	-5.6%	2.9%	0.0%	-2.1%	-15.8%
2	CC(C)c1ccc(NC(=O)CCNC(=O)N2C[C@H]3C[C@@H](C2)c2cccc(=O)n2C3)cc1	-16.7	.	-0.9%	-5.0%	0.1%	0.4	12.2%	1.1%	-0.2%	-0.6%	2.2%
3	O=C(NC1(C(F)(F)F)Oc2ccccc2O1)N1CCC2(CC1)OCCO2	-14.7	-0.1%	.	-14.2%	-10.9%	0.5	3.5%	1.8%	-0.2%	?	-0.1%
4	COc1ccc(NC(=O)C(=O)NNC(=O)C(C)Oc2ccc(Cl)cc2Cl)cc1 (centres undefined)	-14.9	9.4%	18.4%	-20.8%	2.1%	18.3	.	1.4%	0.0%	0.8%	?
5	COC(=O)C1=C(c2ccc(F)cc2OCc2ccccc2)C[C@@H]2CC[C@H]1N2C(=O)NCc1ccccc1C(F)(F)F	-10.3	.	-3.7%	-11.2%	2.8%	.	.	-2.6%	0.2%	0.4%	.
6	O=C1NC(=S)N(c2ccccc2F)C(=O)/C1=C\c1cccs1	12.3	-0.2%	-0.4%	-30.3%	13.6%	0.2	?	0.4%	0.2%	-7.2%	46.5%[activator]
7	O=C1SC(Cc2ccccc2)C(=O)N1c1ccccc1 (centres undefined)	-12.5	4.3%	-0.2%	7.94µM*	-7.3%	2.7	-1.8%	2.7%	5.7%	?	.
8	CCCCn1c(=O)c(C(=O)Nc2ccccc2)c(O)c2ccccc21	-23.9	-0.9%	-0.4%	36.2%	4.5%	-2.3	0.6%	-7.0%	0.3%	8.5%	?
9	COC(=O)C(O)(c1c(C)[nH]n(-c2ccccc2)c1=O)C(F)(F)F (centres undefined)	13.7	-1.3%	-3.0%	11.1%	2.4%	-19.9	0.5%	0.2%	0.3%	8.0%	19.4%
10	CCCCn1c(O)c(C(CC)=Nc2ccc(OC)cc2OC)c(=O)[nH]c1=O	6.8	-2.0%	-6.9%	15.1%[7.66 µM]	-1.0%	0.4	-9.7%	-8.8%	0.0%	-1.8%	-11.0%
11	C[C@]12CCC3C(CC[C@H]4C[C@@H](O)[C@H](O)C[C@]34C)C1CC[C@@H]2O (some centres undefined)	7.7	.	-2.0%	0.0%	-5.6%	.	.	-2.1%	-0.4%	-12.8%	.
12	CCN(C(=O)C1CCN(c2nc(-c3ccc(OC)cc3)no2)CC1)c1ccc(OC)cc1	13.5	.	1.1%	-23.0%	3.9%	0.8	7.1%	-9.0%	0.2%	?	12.4%
13	O=C(O)c1ccccc1NS(=O)(=O)c1cccc(N=Nc2c(O)[nH]c(=S)[nH]c2=O)c1	3.5	.	-5.6%	34.3%	?	.	.	-14.8%	0.4%	3.8%	.
14	Nn1c(Cc2cccc3ccccc23)n[nH]c1=S	11.5	-7.5%	3.6%	-3.3%	?	0.5	-10.2%	-0.4%	-0.1%	?	-15.0%
15	O=C1NC(=O)C(CCc2ccncc2)(CCc2ccncc2)C(=O)N1Cc1ccc(F)cc1	12.3	1.0%	-1.9%	0.0%	-0.3%	3.0	1.5%	3.5%	0.2%	0.4%	2.9%
16	COC(=O)C1=C(c2ccc(OC(F)(F)F)cc2)C[C@@H]2CC[C@H]1N2C(=O)NC1Cc2ccccc2C1	-7.5	.	-5.6%	9.3%	5.4%	.	.	-15.8%	0.3%	7.0%	.
17	CCCC[N+]12CCC(CC1)C(Cc1ccccc1)C2 (centres undefined)	-16.0	0.1%	-0.9%	18.9%	1.5%	0.7	-1.4%	6.2%	0.0%	3.9%	.
18	COC(=O)c1cc(C(O)(C(=O)OC)C(F)(F)F)c(/N=C/N(C)C)s1 (centres undefined)	7.9	1.4%	5.0%	-11.9%	-2.4%	3.7	-2.9%	5.4%	0.2%	-3.8%	4.1%
19	CC1CCCC(C)N1c1nnc(NC(=O)Cn2c(=O)oc3ccccc32)s1 (centres undefined)	-4.7	0.4%	-6.2%	7.9%	-5.1%	0.8	4.1%	-10.9%	0.0%	?	-18.9%
20	Cc1ccc(CN2CCCC(C(=O)c3ccc4c(c3)OCO4)C2)cc1C (centres undefined)	0.8	5.1%	0.6%	-29.1%	-2.6%	0.5	-2.3%	-0.1%	-0.8%	-14.0%	.
21	COc1ccc(OC)c(N2C(=O)NC(=O)/C(=C\c3ccc([N+](=O)[O-])s3)C2=O)c1	11.2	-0.9%	0.6%	-2.1%	?	-20.4	3.4%	-10.0%	0.2%	?	?
22	Fc1ccc(Cn2nnnc2C(c2ccc(Cl)cc2)N2CC=C(c3ccc(F)cc3)CC2)cc1 (centres undefined)	16.1	0.1%	-2.7%	7.7%	1.2%	0.9	-1.2%	-0.4%	-0.3%	4.7%	-15.8%
23	O=C(O)CC1OCC=C2CN3CCC45C6=CC(=O)C(=O)C([N+](=O)[O-])=C6NC4C1C2CC35 (centres undefined)	8.9&-0.1	10µM*	1.1%	-39.7%	-16.7%	-92.5*	2.3%	-2.5%	-1.1%	-4.3%	.
24	Cn1c(O)c(/C=C2\C=Nc3ccccc32)c(=O)n(C)c1=O	-8.9	-7.3%	-4.8%	?	9.1%	1.6	-4.0%	-0.5%	0.0%	-1.0%	7.6%
25	O=C(Cn1ccc2ccccc2c1=O)NCC(=O)N1CCC2(CC1)OCCO2	5.5	-1.0%	-4.3%	0.7%	1.5%	0.7	-5.4%	2.9%	0.0%	9.1%	-0.3%
26	O=C1NC(=O)C(=C/C=C/c2coc3ccc(Br)cc3c2=O)C(=O)N1	.	.	.	.	-0.1%	6.0	2.5%	.	0.3%	9.1%	.
27	Cc1ccc2nc(SCC(=O)N/N=C/c3ccco3)cc(C)c2c1	-10.1	-2.8%	-0.2%	-19.2%	-1.0%	-17.0	13.9%	-8.9%	0.2%	-0.4%	-9.3%
28	CC(C)(C#CCCCCC#CC(C)(C)[N+](C)(C)C)[N+](C)(C)C	.	-2.4%	.	.	-6.0%	7.6	-4.0%	.	-1.0%	9.4%	.
29	O=C(Oc1ccc(Cl)c2ccccc12)N1CCCCC1	-12.0	0.2%	-3.3%	-5.8%	-0.8%	0.4	-4.1%	-3.7%	-0.5%	?	4.0%
30	Cc1[nH]c2ccccc2c1CCCNC1CCCCC1	3.7	3.9%	-5.2%	-20.5%	-1.8%	-8.5	-0.9%	4.8%	3.0%	-1.0%	-21.3%
31	Cc1ccc(S(=O)(=O)N2CC3CC(C2)c2cccc(=O)n2C3)cc1 (centres undefined)	7.1	-5.3%	1.9%	14.8%	-1.8%	1.3	-0.3%	1.6%	-0.5%	-7.3%	12.1%
32	CC1(C)CSC(=NCc2ccccc2)N1	0.5	12.5%	-2.2%	-28.6%	-1.6%	0.3	-0.4%	-2.1%	-0.1%	-0.6%	-16.9%
33	N/C(=N\N=C\c1ccc(O)cc1O)N[N+](=O)[O-]	-3.4	-3.5%	-6.5%	12.9%	-2.0%	3.5	-3.7%	0.0%	-0.7%	-15.3%	-0.4%
34	CCc1ccccc1NC(=O)NNS(=O)(=O)c1cc(C)ccc1C	26.5	-2.3%	-3.0%	27.6%	3.0%	3.0	1.6%	0.8%	-0.3%	-1.9%	-1.2%
35	Cc1ccc(C2(O)CN3CCC2CC3)cc1 (centres undefined)	-25.9	2.0%	-6.9%	-24.1%	-18.0%	1.1	.	0.4%	-0.9%	-1.0%	-3.8%
36	COc1cc(CNCCc2ccc3c(c2)OCO3)cc(OC)c1OC	-1.1	0.3%	0.2%	-54.5%[inhibitor]	-1.5%	-2.3	5.7%	-3.7%	-0.6%	7.3%	-21.4%
37	COCCNC(=O)Cn1cc(/C=C2\C(=O)NC(=O)N(c3cccc(C)c3C)C2=O)c2ccccc21	-9.1	-3.4%	-16.3%	-50.8%	?	1.3	.	-3.6%	0.2%	-1.5%	17.0%
38	CCCOP(=O)(OCCC)C(NC(=O)c1cc(OC)c(OC)c(OC)c1)c1ccccc1 (centres undefined)	2.0	10.8%	0.6%	19.2%	-3.7%	3.3	-7.2%	4.0%	0.2%	-4.9%	-5.1%

Assay outcomes (PubChem BioAssay)

This is a subset; the hit share may differ from the screen's.
